# Luc counter: Kinase-Glo luciferase inhibition (counter-screen); Q27757; Kinase-Glo luciferase, ATP luminescence, 8 min; Potency, µM (titrated, usually from 38.3 µM), for the others: top-dose activity change, negative = inhibition, usual class: inhibitors; 0.28% of 200,000 active; note: potency is the fitted concentration of half-maximal effect; % is set by controls: 0 for no effect and ±100 for the full control effect; nearly all actives have a fitted effect of over 60% in size
#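 Luminescence was the read-out, taken after 8-minute incubation at ambient temperature. Luciferase turned over luciferin with 10 uM ATP in imidazole pH 7.2 buffer containing KCl, MgCl2, Tween 20 and BSA.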
# CBFb RUNX1 block: CBF-beta/RUNX1 interaction disruption. AlphaScreen CBFb-His/RUNX1-biotin binding, biochemical. Potency, µM (titrated, usually from 59.8 µM), for the others: at the top dose activity, negative = inhibition, hits mostly inhibitors. 230,000 tested, under 10 active. AID 1477; note: % of control where 0% means no effect
#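 AlphaScreen proximity signal reports loss of binding between His-tagged CBF-beta and biotin-labelled RUNX1, each at 30 nM. Proteins are pre-associated for 20 minutes, compounds added for 15 minutes, then beads for 90 minutes, all at ambient temperature.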
# GLA spleen mod: inhibitors or activators of human alpha-galactosidase in spleen homogenate | human spleen homogenate, 4MU-alpha-Gal fluorescence, 40 min | Potency, µM (doses to about 80 µM), without a hit: top-dose activity change, negative = inhibition, actives largely listed as inhibitors | 0.008% of 240,000 active;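 note: potency is the fitted concentration of half-maximal effect; 0% = enzyme with vehicle and -100% = no enzyme basal signal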
# Target sequence (P06280 32-429 limits assumed): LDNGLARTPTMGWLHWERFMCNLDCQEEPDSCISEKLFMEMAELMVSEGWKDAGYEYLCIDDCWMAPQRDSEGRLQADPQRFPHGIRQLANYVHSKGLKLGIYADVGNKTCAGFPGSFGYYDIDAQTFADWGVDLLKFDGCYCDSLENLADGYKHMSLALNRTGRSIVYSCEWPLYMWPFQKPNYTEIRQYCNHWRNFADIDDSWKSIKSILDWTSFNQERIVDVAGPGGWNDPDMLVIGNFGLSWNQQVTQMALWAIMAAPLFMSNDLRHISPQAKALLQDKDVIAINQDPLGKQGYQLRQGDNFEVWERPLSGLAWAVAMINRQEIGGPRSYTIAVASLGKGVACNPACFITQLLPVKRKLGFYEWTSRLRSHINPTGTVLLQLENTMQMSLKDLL
#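 Human spleen homogenate (1 ug) as enzyme source, 4-methylumbelliferyl-alpha-D-galactopyranoside 1 mM final, citrate/phosphate pH 5.0 with 0.01% Tween-20. Compounds 40 min at 37C, NaOH/glycine stop; fluorescence Ex 365/Em 440, Hill-fit AC50.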
# NPSR antagonist: antagonists of human neuropeptide S receptor cAMP signaling. CHO-NPSR cells, cAMP TR-FRET, antagonist mode. AID 1461. Q6W5P4. Potency, µM (top dose mostly 38.3 µM), without a hit: at the highest dose activity change, negative = inhibition, hits mostly inhibitors. 1% of 220,000 active; note: potency is the fitted concentration of half-maximal effect; % is set by controls: 0 for no effect and ±100 for the full control effect; nearly all actives have a fitted effect of over 50% in size; many of its hits are not listed in these tables
# Target sequence (Q6W5P4 whole entry, looked up): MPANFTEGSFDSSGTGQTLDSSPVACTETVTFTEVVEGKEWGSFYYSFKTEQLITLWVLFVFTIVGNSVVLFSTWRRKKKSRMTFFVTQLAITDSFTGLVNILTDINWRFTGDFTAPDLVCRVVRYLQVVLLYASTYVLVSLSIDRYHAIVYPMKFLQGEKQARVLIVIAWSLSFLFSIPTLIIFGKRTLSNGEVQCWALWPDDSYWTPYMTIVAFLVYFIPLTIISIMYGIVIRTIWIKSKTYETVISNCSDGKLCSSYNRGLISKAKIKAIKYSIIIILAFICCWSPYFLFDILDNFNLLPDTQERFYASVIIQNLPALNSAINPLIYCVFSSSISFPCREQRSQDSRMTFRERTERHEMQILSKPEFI
# LMNA splice mod: modulators of lamin A splicing. HeLa LMNA splicing GFP/RFP minigene ratio, 48 h. Potency, µM (titrated, usually from 46.1 µM), without a hit: at the top dose ratio change, negative = inhibition, actives largely listed as inhibitors. 0.01% of 200,000 active. AID 1487; active = well fitted inhibition curve with a large enough effect in the signal ratio, with a control signal flat, not every such curve was filed as active; inconclusive = small, poorly fitted or top-dose-only effect, or effect the other way, or a change in a side signal; the % refers to the signal ratio; note: potency is the fitted concentration of half-maximal effect; % is set by controls: 0 for no effect and ±100 for the full control effect
#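 S3 HeLa stable clones carrying a lamin A-EGFP splicing minigene plus DsRed2 were seeded at 600 cells/well in Opti-MEM with 2% FBS, pin-dosed and incubated 48 h at 37°C. Acumen cytometry (488 nm) gave the GFP/RFP total-intensity ratio.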
# Epigenetic reg: derepresses silenced GFP reporter in murine cells | murine LDR cells, GFP reporter derepression, 30 h | Potency, µM (top dose mostly 53.9 µM), for inactives: at the highest dose GFP activation, usual class: activators | 0.2% of 280,000 active; note: potency is the fitted concentration of half-maximal effect; % of control where 0% means no effect; nearly all actives have a fitted effect of over 60% in size
#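 Reporter derepression read as number of fluorescent GFP-positive objects, 20-120 um in size, counted by laser-scanning cytometer. Mouse LDR line with an epigenetically silenced CMV-GFP locus; compound incubation 30 h, 37 C.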
# IMPase Li cell: membrane-permeable IMPase blocker, potentiated with lithium; Potency, µM (highest dose often 59.4 µM), for the others: at the highest dose activity, negative = IMPase inhibition, most hits filed as inhibitors; 0.35% of 210,000 active; AID 1457; CHO-M1 cells, IP1 TR-FRET (IP-One), carbachol + lithium;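 note: IP1 builds up when IMPase is blocked and the TR-FRET signal falls; potency is the fitted concentration of half-maximal effect; plate controls were basal vehicle for no effect and high inhibitor control for full effect; nearly all actives have a fitted effect of over 50% in size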
#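 CHO-M1, 2000 cells/well, 16–30 h culture; cpd + low Li+, 30 min 37C; lysis with d2-IP1/Eu-anti-IP1 Ab, 10 min RT; TR-FRET 665/620 ratio and 620 channel; AC50 via Hill.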
# Numbers without * were called inactive; ? = inconclusive; . = no result given; [ ] = dose if it differs, or a comment. Unless noted, calls come from the whole dose curve; as a rule, active = well fitted curve in the direction sought with a large enough effect; inconclusive = small, poorly fitted or top-dose-only effect, or another doubt; inactive = no such curve, though single readings can be large; an effect the other way counts as inactive or inconclusive. Some of the compounds tested (hit frequency here may not be typical).
# Values run as follows: Luc counter | CBFb RUNX1 block | GLA spleen mod | NPSR antagonist | LMNA splice mod | Epigenetic reg | IMPase Li cell
COc1ccc(CNC(=O)C2CCCN2CCc2ccccc2)cc1OC (stereo not given)
→ 3% | 3% | 1% | -4% | 17%[46 µM] | -7.4% | -4%
C[C@@]12CCC(O)C[C@H]1CCc1ccccc12 (stereo not given in full)
→ -1% | . | 12% | . | -10% | 1.6% | -6%
Cc1ccc(/C=N/Nc2ccc(Cl)c(C(=O)O)c2)s1
→ 0% | 7% | -6% | -14% | -5% | -0.9% | 11%
COc1ccc(-c2ocnc2C(=O)N2CCN(Cc3cccnc3)CC2)cc1
→ . | 10% | -3% | -25% | ? | 2.2% | .
COc1ccc(-n2c(SC(C)C(=O)Nc3ncc(Cl)cc3Cl)nc3ccccc32)cc1 (stereo not given)
→ 2% | -15% | 2% | -23%[46.1 µM] | ? | 1.0% | 21%
Cc1csc(-c2cnn(-c3ccccc3)c2NC(=O)c2cccc(C(F)(F)F)c2)n1
→ -1% | -1% | 1% | ? | 2% | -0.8% | 18%[38.3 µM]
CCc1nnc(NC(=O)c2cccc(C(=O)Nc3nnc(CC)s3)n2)s1
→ 2% | 5% | 8% | ? | ? | 2.5µM* | 10%
CCOC(=O)c1c(-c2cccs2)csc1NC(=O)c1ccco1
→ 2% | 3% | 2% | 20%[46.1 µM] | -4% | 6.7% | -17%
Cc1ccc2cc(CN(Cc3nnnn3Cc3ccco3)CC3CCCO3)c(=O)[nH]c2c1C (stereo not given)
→ -2% | ? | -1% | -13%[46.1 µM] | -18% | -6.3% | 22%[38.3 µM]
CC12CCC(C(=O)N(c3ccccn3)c3ccccn3)(OC1=O)C2(C)C (stereo not given)
→ -4% | -5% | 3% | ? | 12% | 1.0% | 21%[38.3 µM]
O=C(O)CCCCOn1ccnc1
→ 0% | -19% | -7% | 17% | 4%[46 µM] | 1.5% | -7%
CCOC(=O)c1c(-c2ccccc2)[nH]c2ccc(O)cc12
→ -1% | 0% | 3% | -13%[46.1 µM] | ? | 0.0% | -8%[38.3 µM]
O=C1OC(c2ccccc2)=N/C1=C\N1CCCCC1
→ -5% | -1% | -1% | -20%[46.1 µM] | -12% | -2.0% | -4%[38.3 µM]
C/C(=N\NC(=O)c1nonc1N)c1cccs1
→ -16% | -3% | -3% | 8% | -1% | 0.0% | -6%
CCCc1[nH][nH]c(=O)c1C(c1ccc(Br)cc1)C(C#N)C#N (stereo not given)
→ 7% | 8% | -12% | -28%[46.1 µM] | -4% | 0.0% | 3%
C=CCn1cc(C(=O)N2CCc3ccccc3C2)c(=O)c2cc(S(=O)(=O)N(CC)CC)ccc21
→ 0% | -8% | 1% | -9% | -1% | 4.8% | 4%
O=c1oc2ccccc2c(Nc2cccc3ccccc23)c1[N+](=O)[O-]
→ 4% | -15% | -14% | 1%[46.1 µM] | 6%[0.0737 µM] | 0.0% | 8%[38.3 µM]
CN(Cc1ccccc1)S(=O)(=O)c1ccc2c(c1)n(C)c(=O)n2C
→ -2% | 14% | -5% | -22%[46.1 µM] | 14% | -1.0% | 15%[38.3 µM]
Cc1cccc(-n2c(N)c(-c3nc4ccccc4n3C)c3nc4ccccc4nc32)c1
→ 2% | 10% | 3% | -21% | -6% | 6.2% | -24%
CCOC(=O)C(=O)/C(=C\N(C)C)c1onc(-c2c(Cl)cccc2Cl)c1C(=O)OC
→ 3% | -3% | -2% | -20%[46.1 µM] | -3% | -0.1% | -4%
CC(=O)Nc1ccc2nc(SCC(=O)N3CCOCC3)sc2c1
→ 11% | 3% | -10% | 10% | . | -0.1% | -4%
N#Cc1nc(-c2ccccc2Cl)oc1NCc1ccco1
→ 1% | -17% | -2% | -8%[46.1 µM] | -14% | -9.5% | 17%[38.3 µM]
Cc1c(NC(=O)c2ccco2)cccc1C(=O)NN1C(=O)c2ccccc2C1=O
→ -2% | -9% | 0% | 7% | . | -2.6% | 2%
CCN(CC)CCN1CNC(=S)N(c2ccccc2OC)C1
→ . | 13% | -14% | -20% | . | 1.0% | .
CCOC(=O)CCC(=O)N1CCNC(=O)C1
→ -4% | 8% | -1% | 4%[46.1 µM] | -7% | -0.8% | 20%[38.3 µM]
Cc1c(NC(=O)c2cc(=O)[nH]c3ccccc23)c(=O)n(-c2ccccc2)n1C
→ -1% | 7% | -4% | -6%[46.1 µM] | 6% | -1.0% | 35%[activator][38.3 µM]
C/C(=N\NS(=O)(=O)c1ccccc1)c1ccc2c(c1)OCO2
→ 2% | 2% | -4% | 14% | ? | -0.3% | 10%
C=CCCCCCCCCc1nc(=S)[nH][nH]1
→ -2% | -4% | -2% | -11%[46.1 µM] | ? | 0.0% | 34%[38.3 µM]
O=C(CSc1n[nH]c(=O)[nH]c1=O)NC1CC1
→ -6% | -16% | -2% | 10% | ? | -1.0% | 5%
CCN(CC)S(=O)(=O)c1cc(NC(=O)CNc2c(C)n(C)n(-c3ccccc3)c2=O)ccc1C
→ -3% | -7% | 2% | 14% | . | -0.1% | 3%
COc1ccc(C2C3=C(CC(C)(C)CC3=O)Oc3ncn(Cc4ccco4)c(=N)c32)cc1 (stereo not given)
→ 0% | -8% | 9% | -25%[46.1 µM] | 2% | 2.1% | -10%[38.3 µM]
S=C1NCCOCCOCCOCCN1
→ 0% | 14% | 0% | -1%[46.1 µM] | 1% | -0.3% | -10%[38.3 µM]
CCc1cccc(CC)c1NC(=O)COC(=O)c1cccc(S(=O)(=O)N2CCc3ccccc3C2)c1
→ -1% | 14% | 1% | -16% | 0% | -3.8% | 11%
CSC1=NC(NCCCO)c2c(sc3c2CC(C)(C)OC3)N1 (stereo not given)
→ 0% | -10% | 24% | -14%[46.1 µM] | -1% | -0.1% | -5%[38.3 µM]
CCOC(=O)Cc1[nH]nc2c1C(c1ccoc1)C(C#N)=C(N)O2 (stereo not given)
→ 3% | 10% | 8% | -4%[46.1 µM] | 2% | -1.0% | 12%[38.3 µM]
CCCCNS(=O)(=O)c1ccc(S(=O)(=O)n2cnc3ccccc32)cc1
→ 0% | 5% | 0% | -12%[46.1 µM] | -4% | 2.3% | 3%
COc1ccccc1C(=O)N/C(=C/c1ccccc1)C(=O)NC(CCSC)C(=O)O (stereo not given)
→ 4% | 1% | 0% | -13%[46.1 µM] | 4% | -2.3% | -5%[38.3 µM]
CC(C)(C)NC(=O)CCN(/N=C/c1ccc([N+](=O)[O-])o1)C1=NS(=O)(=O)c2ccccc21
→ -4% | 7% | 6% | -13% | ? | 0.0% | 3%
CCCCN(C)C(=O)c1oc2ccc(S(=O)(=O)N3CCCCCC3)cc2c1C
→ -3% | 10% | 7% | ? | ? | -2.3% | 16%[38.3 µM]
CCOC1=NN(c2ncc(C(F)(F)F)cc2Cl)C(=O)/C1=C/N(C)C
→ 0% | 10% | -1% | -3% | . | -3.5% | 2%
S=C(NCc1ccccc1)Nc1ccc(Cl)cc1
→ 1% | 8% | -4% | ? | 25%[46 µM] | -1.1% | -6%
NNC(=O)C(Cc1c[nH]c2ccccc12)NC(=O)c1ccccc1 (stereo not given)
→ . | ? | -2% | -25% | . | 1.3% | .
CN(C(=O)Nc1ccc(Cl)cc1)c1c2c(nn1C)CCCC2
→ 4% | 2% | -5% | -7%[46.1 µM] | 4% | -1.0% | -6%[38.3 µM]
COC(=O)C1C(=O)C2=C(CC1C)NC(=O)CC2c1ccc(O)c(OC)c1 (stereo not given)
→ 2% | 2% | 10% | -8%[46.1 µM] | -3% | -1.1% | -5%[38.3 µM]
Cc1ccccc1OCc1nc2ccc(S(=O)(=O)N3CCOCC3)cc2[nH]1
→ 2% | -9% | -3% | -11%[46.1 µM] | 9% | -4.5% | -5%[38.3 µM]
O=C1CC(c2ccsc2)c2cc3c(cc2N1)OCCO3 (stereo not given)
→ 1% | 0% | 3% | -6%[46.1 µM] | -10% | 0.0% | 14%[38.3 µM]
CCOc1c(Br)cc(/C=N\NC(=O)c2ccccc2)cc1OC
→ 0% | 20% | -10% | -21% | ? | 2.1% | 3%
O=C(NCCc1ccc(Cl)cc1)c1ccc(CNc2c(N3CCOCC3)c(=O)c2=O)cc1
→ . | 0% | 0% | 2% | . | 1.0% | .
COc1ccc(C2CC(C(F)(F)F)n3nc(C(=O)Nc4ccc5c(c4)OCO5)cc3N2)cc1 (stereo not given)
→ -2% | -8% | -8% | -21%[46.1 µM] | -5% | 4.4% | 4%[38.3 µM]
Cc1cccc2cc(COC(=O)c3ccccn3)c(=O)[nH]c12
→ 18% | -1% | -5% | -6%[46.1 µM] | 9% | 0.0% | 23%[38.3 µM]
C=CCn1c(SCC(=O)Nc2cc(NC(C)=O)ccc2OC)nnc1-c1cccnc1
→ 0% | 1% | 4% | 4%[46.1 µM] | -11% | 0.5% | -4%[38.3 µM]
O=C(Nc1ccc(-c2nc3cccnc3s2)cc1)c1cccnc1Cl
→ . | 2% | 4% | -6% | . | 8.1% | .
CCOc1cc(CNCCN(C)C)c(Cl)cc1OCC(=O)NCCc1ccccc1
→ -5% | 7% | -2% | 0%[46.1 µM] | ? | 1.6% | 39%[activator][38.3 µM]
CCS(=O)(=O)N1CCC(C(=O)NCCc2ccc(C)cc2)CC1
→ 0% | 4% | 3% | -14%[46.1 µM] | 18% | 0.0% | 23%[38.3 µM]
Cc1c(NS(C)(=O)=O)c(=O)n(-c2ccccc2)n1C
→ 2% | 3% | -3% | 9%[46.1 µM] | -13% | -1.0% | 21%[38.3 µM]
O=C(Nc1ccccc1)C1CCCN(C(=O)c2ccc(Cl)cc2)C1 (stereo not given)
→ 0% | -5% | -4% | -1% | . | -2.7% | 3%
Cc1ccc(C)c(NC(=S)NNC(=O)c2csc(C)c2C)c1
→ 0% | 1% | -14% | 4% | 0% | -0.9% | 0%
CC(C)COC(=O)n1c(=O)oc2ccc(S(=O)(=O)N3CCCCC3)cc21
→ . | 6% | 7% | -19% | . | -1.0% | .
CC(=O)Oc1ccc(/C=N/NC(=S)Nc2ccccc2)cc1
→ 0% | -4% | 1% | -56% | 1% | 0.0% | 5%
COc1ccc(C(CC(=O)NCc2ccccc2)Sc2n[nH]c(-c3ccccc3)n2)cc1 (stereo not given)
→ 0% | -6% | 5% | 8% | -5% | -1.0% | 5%
COc1ccc(-n2c(O)c(C=Nc3ccccc3)c3ccccc3c2=O)cc1OC
→ . | -5% | 5% | 46% | ? | 11% | .
CC(C)Cc1cc(C(=O)Nc2c(F)cc(F)cc2Br)no1
→ 4% | 17% | 6% | -19%[46.1 µM] | -9% | -0.8% | 27%[38.3 µM]

# Compound activity from PubChem BioAssay.
